Screening data deposited in PubChem by several laboratories.
HTR5A ag ctr – HTR5A agonism, opioid heterodimer counter-screen; AID 504692; actives 0.61% (n = 340,000); HTR5A agonist assay, luminescence, cell-based; activation, % at 9.3 µM; in the data active = activation mostly above about 9.5%, no sharp cut-off; inactive = mostly below about 7.6%;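 also: 0% = cells with vehicle only and 100% = reference agonist; strong numbers were not always called active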
Target sequence (P47898 whole entry, looked up): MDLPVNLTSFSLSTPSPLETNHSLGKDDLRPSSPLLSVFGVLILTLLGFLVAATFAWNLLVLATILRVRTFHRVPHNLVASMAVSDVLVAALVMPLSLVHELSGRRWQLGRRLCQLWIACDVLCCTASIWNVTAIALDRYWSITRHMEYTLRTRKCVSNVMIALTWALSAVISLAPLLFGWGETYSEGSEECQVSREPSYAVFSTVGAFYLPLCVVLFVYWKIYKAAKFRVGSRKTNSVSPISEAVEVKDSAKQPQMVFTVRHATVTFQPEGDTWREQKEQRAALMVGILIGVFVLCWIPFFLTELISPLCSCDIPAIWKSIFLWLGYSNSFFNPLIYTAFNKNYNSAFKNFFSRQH
SR-BI DiI inh – inhibitors of mouse SR-BI mediated HDL lipid uptake; Q61009; ldlA[mSR-BI] CHO cells, DiI-HDL uptake fluorescence, 3 h; inhibition, % at 12.5 µM; AID 488896; actives 0.96% (n = 320,000);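 active = mean replicate inhibition of at least 70% and a set share of replicates each scoring 70 or more; inconclusive = meets just one of the two criteria; inactive = fails both criteria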;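 also: 0% = median of neutral control wells and 100% = median of positive control wells; values of inactives mirror those of a sister screen read the other way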
cardiac RTF act – cardiac RTF calcium sensitization. P19429+P45379. IANBD-labeled TnC RTF fluorescence at EC20 calcium; 0% EC20 calcium, 100% full calcium. activation, % at 7.2 µM. actives 0.24% (n = 340,000). AID 493008;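 active = activation above the mean over all tested compounds plus 3 SD, cut at about 30% in these data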;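 also: rise in fluorescence read as greater calcium sensitivity of cardiac thin filaments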
CDK5 inh – inhibitors of human CDK5/p35 kinase; Recombinant CDK5/p35, ADP-Glo luminescence, 60 min; inhibition, % at 10 µM; actives 0.01% (n = 330,000); AID 488839;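 active = highest replicate inhibition of at least 50% and at least 75% of replicates reaching 50%; inconclusive = only one of the two criteria met; inactive = both criteria failed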;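 also: plate controls were DMSO neutral control for no effect and GW8510 at 10 µM for full effect; many of its hits are not listed in these tables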
MITF act – activators of MITF-driven TRPM1 promoter activity in SK-MEL-5 cells; activation, % at 12.5 µM; SK-MEL-5 TRPM1-promoter luciferase, 24 h; % of positive control, neutral wells = 0; actives 0.75% (n = 300,000);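 active = mean activation of at least 80% with every replicate also reaching 80%; inconclusive = mean reaches 80% but some replicate falls short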;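 also: 0% = neutral control wells and 100% = parthenolide positive control wells; values of inactives mirror those of a sister screen read the other way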
SR-BI uptake up – activators of SR-BI mediated HDL lipid uptake; AID 504775; actives 0.096% (n = 320,000); activation, % at 12.5 µM; CHO ldlA[mSR-BI] cells, DiI-HDL uptake fluorescence, 3 h; 100 = double the neutral-control signal;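 active = mean replicate activation of at least 60% and every replicate at or above 60%; inconclusive = mean or all-replicate condition met, but not both; inactive = mean below 60% and not all replicates reaching 60%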;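 also: 0% = median plate neutral-control signal and 100% = twice that signal; values of inactives mirror those of a sister screen read the other way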
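System: CHO ldlA[mSR-BI] cells / Medium: HEPES-buffered (25 mM, pH 7.4) F12 plus 0.5% BSA / Probe or stimulus: labelled HDL, 10 µg/mL / Doses: single compound concentration, delivered by pin transfer / Schedule: 3 h, 37 °C / Measured by: DiI fluorescence, bottom read / Measure: cell-associated DiI fluorescence as measure of HDL uptake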
Rtt109 HAT inh – blocks Candida albicans Rtt109/Vps75 acetyltransferase activity | Q5AAJ8 | purified Rtt109/Vps75, ThioGlo CoA-SH fluorescence, 4 h | inhibition, % at 34.9 µM | actives 0.16% (n = 330,000) | AID 540336;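 active = inhibition of at least 50% in every replicate; inconclusive = best replicate reaches 50% inhibition but some replicates fall short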
Target sequence (Q5AAJ8 whole entry, looked up): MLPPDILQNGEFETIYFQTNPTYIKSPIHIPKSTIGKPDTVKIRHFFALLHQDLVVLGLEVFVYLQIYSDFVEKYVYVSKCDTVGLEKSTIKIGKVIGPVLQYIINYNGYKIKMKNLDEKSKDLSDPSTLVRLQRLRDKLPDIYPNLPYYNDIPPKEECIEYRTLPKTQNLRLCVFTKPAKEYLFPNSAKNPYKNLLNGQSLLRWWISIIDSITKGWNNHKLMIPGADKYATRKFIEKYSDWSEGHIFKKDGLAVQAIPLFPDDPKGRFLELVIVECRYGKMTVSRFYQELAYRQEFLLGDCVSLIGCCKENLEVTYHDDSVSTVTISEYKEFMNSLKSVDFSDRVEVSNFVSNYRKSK
PvdQ acylase – blocks Pseudomonas aeruginosa PvdQ acylase activity. purified PvdQ acylase, fluorescence plate reader. inhibition, % at 10 µM. actives 0.063% (n = 340,000); in the data active = inhibition above about 30%, passing the limit was not always enough; inconclusive = no clear call, values can overlap the other calls;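 also: 0% = vehicle neutral wells and 100% = reference inhibitor wells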
Wnt act – Wnt/beta-catenin pathway activation; activation, % at 9.35 µM; actives 1.2% (n = 300,000); Wnt/beta-catenin reporter cell assay, activator, plate reader; in the data active = activation above about 30%, passing the limit was not always enough; inconclusive = no clear call, values can overlap the other calls;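 also: 0% = neutral control wells and 100% = positive control wells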
dFosB activator – mouse delta FosB homodimer activation | actives 0.99% (n = 340,000) | purified delta FosB, TAMRA-CDK5 oligo fluorescence polarization; percent of positive-control signal above neutral wells | AID 493131 | activation, % at 25 µM | P13346;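 active = mean activation above about 17%, with every replicate also reaching it, limit read from the data, passing the limit was not always enough; inconclusive = only one of the two conditions met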;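 also: fluorescence polarization rise as delta FosB binds a TAMRA Cdk5 AP-1 oligo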
Target sequence (P13346 whole entry, looked up): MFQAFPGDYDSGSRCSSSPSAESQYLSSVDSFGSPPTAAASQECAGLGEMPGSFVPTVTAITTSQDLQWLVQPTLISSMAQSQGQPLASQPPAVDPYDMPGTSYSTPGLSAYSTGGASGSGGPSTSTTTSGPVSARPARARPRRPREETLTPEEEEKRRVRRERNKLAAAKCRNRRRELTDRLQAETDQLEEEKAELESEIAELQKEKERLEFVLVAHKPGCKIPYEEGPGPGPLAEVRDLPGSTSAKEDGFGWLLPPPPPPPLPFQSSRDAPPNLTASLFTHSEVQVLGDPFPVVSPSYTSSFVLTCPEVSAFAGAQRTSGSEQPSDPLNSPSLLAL
Numbers without * were called inactive; ? = inconclusive; · = not tested or not shown.

The first 2 entries (preview)
1. C/C(=N/NC(=O)CNC(=O)c1cccnc1)c1cccc([N+](=O)[O-])c1
2. COCc1c(C(=O)N2CCN(c3ccccc3C)CC2)oc2ccccc12
entry no. | 1 | 2
HTR5A ag ctr | 2 | 3
SR-BI DiI inh | -12 | 11
cardiac RTF act | -3 | 6
CDK5 inh | 1.3 | -2.8
MITF act | 9 | -6
SR-BI uptake up | 12 | -11
Rtt109 HAT inh | -12 | -3
PvdQ acylase | 2 | -5
Wnt act | -2 | -2
dFosB activator | 4 | -10

The list itself, from the first entry:
1. C/C(=N/NC(=O)CNC(=O)c1cccnc1)c1cccc([N+](=O)[O-])c1
2. COCc1c(C(=O)N2CCN(c3ccccc3C)CC2)oc2ccccc12
3. CCN=C1S/C(=C\c2cc(OCC)c(O)cc2Br)C(=O)N1CC
4. CC(C)CCC(CCN1CCOCC1)c1ccc2c(c1)OCO2 (stereo unspecified)
5. Cc1cccc(/C=N/Nc2ccc3ccccc3n2)c1
6. CN(CCO)c1cc(NCCCN2CCC(Cc3ccccc3)CC2)c2nonc2c1[N+](=O)[O-]
7. CC(NC(=O)COC(=O)C1CCN(c2ccc(C(F)(F)F)cn2)CC1)c1ccc(Br)cc1 (stereo unspecified)
8. COc1ccc(CCNC(=O)COC(=O)CCC(=O)c2cccs2)cc1OC
9. O=C(NCC1CCCO1)c1cccc(N2C(=O)C3C4C=CC(C4)C3C2=O)c1 (stereo unspecified)
10. CCCCn1c(N)c(N(CCC(C)C)C(=O)c2ccc([N+](=O)[O-])s2)c(=O)[nH]c1=O
entry no. | 1 | 2 | 3 | 4 | 5 | 6 | 7 | 8 | 9 | 10
HTR5A ag ctr | 2 | 3 | 4 | 3 | -3 | -2 | -2 | -2 | 1 | 1
SR-BI DiI inh | -12 | 11 | 19 | -5 | 3 | -18 | -11 | -8 | -4 | 28
cardiac RTF act | -3 | 6 | 3 | 1 | 2 | -6 | 0 | 1 | 7 | -5
CDK5 inh | 1.3 | -2.8 | 0.5 | 0.5 | 3.8 | 0.4 | 2.3 | -1.0 | 1.4 | 1.2
MITF act | 9 | -6 | 13 | 4 | -74 | 5 | 20 | 10 | · | -31
SR-BI uptake up | 12 | -11 | -19 | 5 | -3 | 18 | 11 | 8 | 4 | -28
Rtt109 HAT inh | -12 | -3 | 6 | 1 | 8 | -1 | -7 | 4 | -13 | 30
PvdQ acylase | 2 | -5 | 3 | -10 | -6 | 27 | -4 | -11 | -16 | -2
Wnt act | -2 | -2 | · | -3 | -1 | 0 | 0 | -2 | -1 | 2
dFosB activator | 4 | -10 | -9 | -12 | 2 | -8 | -9 | -3 | 1 | -7

11. CC(C)C[C@@H](CO)NC(=O)CC[C@H](NC(=O)OC(C)(C)C)C(=O)N(Cc1ccccc1)Cc1ccccc1
12. Cc1noc(C)c1CSCC(=O)Nc1nc(-c2ccc(F)c(F)c2)cs1
13. O=C(/C=C/c1ccc(S(=O)(=O)N2CCOCC2)cc1)NCCc1ccc(C(F)(F)F)cc1
14. CC(C)(C)OC(=O)N[C@@H](CC(=O)OCc1ccccc1)C(=O)O
15. COC(=O)c1ccc(Nc2c([N+](=O)[O-])ccc3nonc23)cc1
16. O=C(O)CN1C(=O)/C(=C\c2cn(-c3ccccc3)nc2-c2ccccc2)SC1=S
17. O=C(Nc1ncnc2c1C(c1ccccc1)c1c(ccc3ccccc13)O2)c1ccccc1 (stereo unspecified)
18. COc1ccc2c(-c3ccccc3)cc(=S)[nH]c2c1
19. Cc1ccc(N2CC(C(=O)NCc3ccccn3)CC2=O)cc1 (stereo unspecified)
20. CCN(CC(=O)Nc1c(F)cccc1F)C(=O)CSc1ccc(F)cc1
entry no. | 11 | 12 | 13 | 14 | 15 | 16 | 17 | 18 | 19 | 20
HTR5A ag ctr | -1 | 4 | -2 | 1 | -3 | -6 | 2 | 4 | -2 | -2
SR-BI DiI inh | -2 | 48 | -1 | -1 | -7 | -5 | 41 | 64 | -2 | -8
cardiac RTF act | -5 | 1 | 1 | 3 | 6 | -1 | 1 | 3 | -3 | -4
CDK5 inh | -1.9 | 1.1 | 1.0 | -0.5 | 0.9 | 0.8 | 0.0 | 0.9 | 2.5 | 0.8
MITF act | 0 | -17 | 21 | -8 | 2 | 11 | -8 | 2 | -6 | 4
SR-BI uptake up | 2 | -48 | 1 | 1 | 7 | 5 | -41 | -64 | 2 | 8
Rtt109 HAT inh | 12 | 1 | -10 | 8 | -2 | 21 | -10 | -24 | 9 | -1
PvdQ acylase | 3 | 6 | -17 | -10 | -8 | -5 | -14 | -14 | 0 | -11
Wnt act | 2 | -5 | -7 | -1 | 3 | · | -4 | 6 | · | 0
dFosB activator | 5 | -6 | 0 | -4 | 0 | 3 | 2 | -5 | -5 | 4

21. COc1ccc(CNC(=O)C2CCC(CNS(=O)(=O)c3ccccc3)CC2)cc1 (stereo unspecified)
22. O=C(NNC(=S)Nc1ccc(C(=O)O)c(O)c1)c1ccncc1
23. COc1ccc(CCNC(=O)CC2COc3ccccc3O2)cc1OC (stereo unspecified)
24. COc1ccc(CNC(=S)Nc2cc(C)cc(C)c2)cc1
25. COc1ccc(-c2cc3cc(OC)c(OC)cc3cn2)cc1OC
26. CN(Cc1ccccc1)C(=O)COC(=O)c1ccc[nH]c1=O
27. COc1ccc(C2(c3ccc(OC)cc3)NC(=O)N(CC(=O)Nc3ccccc3C)C2=O)cc1
28. O=C(NCc1csc(-c2cccs2)n1)Nc1ccc(F)cc1F
29. O=c1[nH]c(=O)n(C2CCCCCC2)c(O)c1C=NCc1ccc(F)cc1
30. Cc1ccc(/C=C/C(=O)NCCc2ccccc2)o1
entry no. | 21 | 22 | 23 | 24 | 25 | 26 | 27 | 28 | 29 | 30
HTR5A ag ctr | 7 | 2 | -1 | 4 | 1 | 1 | 6 | -2 | 1 | 1
SR-BI DiI inh | 15 | -9 | -6 | 4 | · | -10 | 1 | 11 | -8 | -16
cardiac RTF act | -8 | -4 | -3 | -1 | 2 | 2 | 0 | 0 | -8 | -3
CDK5 inh | 1.1 | -1.2 | 0.9 | 0.4 | -1.0 | -0.8 | -0.9 | 2.6 | -2.4 | 0.9
MITF act | · | -3 | -5 | 3 | · | 2 | -16 | 7 | 13 | 57
SR-BI uptake up | -15 | 9 | 6 | -4 | · | 10 | -1 | -11 | 8 | 16
Rtt109 HAT inh | -1 | 5 | -6 | 5 | -1 | 0 | 28 | 0 | 1 | 3
PvdQ acylase | 1 | -9 | -19 | -14 | -16 | 9 | 3 | -10 | -12 | 3
Wnt act | -1 | -3 | -2 | -2 | ? | -4 | -1 | 7 | -6 | -1
dFosB activator | 5 | 0 | -1 | -3 | -11 | 1 | -7 | 13 | -32 | -3

31. COc1cccc(NC(=O)CN(C)C(=O)c2ccc(COc3ccccc3)o2)c1
32. Cc1ccc(S(=O)(=O)N(C(=O)c2ccco2)c2cc3sc(=O)oc3c3ccccc23)cc1
33. O=C(Nc1cccc(Cl)c1)c1ccccc1
34. CNC(=S)N1CCC(NC(=O)C(Cc2ccccc2)NC(C)=O)CC1 (stereo unspecified)
35. O=C(O)c1ccccc1/C=N/NC(=S)NCc1ccccc1
36. O=C(Nc1ccc(Cl)c(S(=O)(=O)N2CCCC2)c1)c1cc(=O)[nH]c2ccccc12
37. O=C(NCc1ccc(Cl)cc1)C1CCC(CNc2c(N3CCCCC3)c(=O)c2=O)CC1 (stereo unspecified)
38. O=C(NCC(=O)N1CCCC1)c1ccc(Br)cc1
39. COc1ccc(Cl)cc1NC(=O)CN(C)C(=O)c1cc2c(s1)CCCC2
40. COC(=O)C(CCSC)NS(=O)(=O)c1ccc(Cl)cc1 (stereo unspecified)
entry no. | 31 | 32 | 33 | 34 | 35 | 36 | 37 | 38 | 39 | 40
HTR5A ag ctr | -2 | 2 | 5 | -3 | 0 | -1 | -5 | 3 | 1 | -3
SR-BI DiI inh | -7 | -20 | -33 | -2 | · | 36 | -1 | -13 | -4 | -8
cardiac RTF act | 3 | 3 | -2 | 0 | 0 | -5 | -5 | -3 | -2 | 0
CDK5 inh | -3.1 | -1.6 | -1.1 | -2.0 | -1.0 | 1.1 | 1.1 | -0.9 | -0.1 | -0.6
MITF act | -6 | 8 | 78 | -8 | -4 | -13 | · | 24 | -10 | -1
SR-BI uptake up | 7 | 20 | 33 | 2 | · | -36 | 1 | 13 | 4 | 8
Rtt109 HAT inh | -1 | 10 | 6 | 8 | 0 | 11 | -8 | 2 | 6 | ·
PvdQ acylase | -14 | -1 | 4 | -2 | -13 | -14 | 0 | 21 | 5 | -4
Wnt act | -1 | · | 20 | -1 | -2 | -3 | -4 | -4 | -5 | -2
dFosB activator | -12 | -21 | -7 | 3 | 5 | -9 | -1 | -1 | -12 | -5

41. O=C(Nc1cc(-c2ccccc2)[nH]n1)c1ccc(Cl)cc1
42. O=C(CNS(=O)(=O)c1ccc(F)cc1)N1CCN(c2ccc(F)cc2)CC1
43. O=C(Nc1ccccc1)C(CCCCN1C(=O)c2ccccc2C1=O)N1C(=O)c2ccccc2C1=O (stereo unspecified)
44. CCN(Cc1ccccc1)S(=O)(=O)c1ccccc1Br
45. COc1cccc(OC)c1C(=O)OCC(=O)/C(C#N)=C(\C)N
46. CCc1ccc(NC(=O)C2CCN(S(=O)(=O)c3ccc4c(c3)NC(=O)CO4)CC2)cc1
47. CCN1C(=O)[C@H]2[C@@H](c3ccc(-c4ccc(F)cc4)cc3)N[C@@](CC(C)C)(C(=O)OC)[C@H]2C1=O
48. COc1ccccc1NC(=O)Nc1cnccn1
entry no. | 41 | 42 | 43 | 44 | 45 | 46 | 47 | 48
HTR5A ag ctr | 0 | 9 | -2 | 2 | -1 | -2 | -2 | 0
SR-BI DiI inh | 37 | -2 | 1 | -8 | 16 | 0 | 37 | 5
cardiac RTF act | 1 | 2 | 5 | 1 | 2 | 4 | 2 | -1
CDK5 inh | -0.8 | 1.1 | -1.1 | 3.4 | -1.5 | -0.1 | 1.0 | 1.9
MITF act | · | -13 | 0 | 0 | 10 | -19 | 8 | -27
SR-BI uptake up | -37 | 2 | -1 | 8 | -16 | 0 | -37 | -5
Rtt109 HAT inh | -5 | -9 | 8 | -4 | 16 | -2 | 2 | 1
PvdQ acylase | -16 | -14 | -6 | -16 | 9 | 11 | -7 | -3
Wnt act | 40* | -15 | -1 | -2 | -2 | -5 | -9 | -7
dFosB activator | 1 | 1 | 5 | -2 | -4 | -5 | 2 | 1

An excerpt from above in order of the Rtt109 HAT inh value, descending:
cpd | molecule | Rtt109 HAT inh
36 | O=C(Nc1ccc(Cl)c(S(=O)(=O)N2CCCC2)c1)c1cc(=O)[nH]c2ccccc12 | 11
29 | O=c1[nH]c(=O)n(C2CCCCCC2)c(O)c1C=NCc1ccc(F)cc1 | 1
37 | O=C(NCc1ccc(Cl)cc1)C1CCC(CNc2c(N3CCCCC3)c(=O)c2=O)CC1 (stereo unspecified) | -8
